ALOX12 inh: blocks human arachidonate 12S-lipoxygenase. P18054. purified 12hLO, xylenol orange hydroperoxide absorbance. Potency, µM (top dose mostly 108 µM), for the others: at the top dose activity change, negative = inhibition, usual class: inhibitors. 580,000 tested, 1.1% active. AID 1671190; further: on the % scale 0 is the no-effect control and ±100 the full control effect
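Hydroperoxide product was detected by ferrous iron/xylenol orange as the 573 to 405 nm absorbance ratio. Arachidonic acid at 40 uM (final) was turned over for 30 min at room temperature by 150 nM human 12hLO, pH 7.0 Hepes buffer, after 15 min compound preincubation.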
ERG-DNA inh: blocks human ERG Ets domain binding to DNA; P11308; fluorescence polarization, His-ERG Ets domain / labelled DNA; Potency, µM (doses to about 76.9 µM), for inactives: at the highest dose FP activity, negative = inhibition, most hits filed as inhibitors; 370,000 tested, 0.028% active; AID 624246; active means well fitted inhibition curve with a large enough effect in the polarisation, with a control signal flat; inconclusive means small, poorly fitted or top-dose-only effect, or effect the other way, or a change in a side signal; inactive means no such curve, though single readings can be large or run the other way; the % refers to the polarisation;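 further: polarization taken with two DNA probes labelled with fluorescein and Texas red; % of control where 0% means no effect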
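His-tagged ERG Ets domain (1 uM in the protein solution; 300mM KCl, 50mM Tris-HCl, 1mM EDTA, 1mM DTT, pH 7.5) received compound, then a probe mix of 5 nM fluorescein-DNA and 100nM Texas-615-DNA. Fluorescence polarization was read for both dyes.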
Pin1 inhibitor: inhibitors of human Pin1. AID 504891. Potency, µM (series often up to 115 µM), inactives show at the top dose activity, negative = inhibition, hits mostly inhibitors. Q13526. 390,000 tested, 0.009% active. Pin1 FP peptide displacement, HiFluor488, 10 min; active means well fitted inhibition curve with a large enough effect in the polarisation, with a control signal flat, not every such curve was filed as active; inconclusive means small, poorly fitted or top-dose-only effect, or effect the other way, or a change in a side signal; inactive means no such curve, though single readings can be large or run the other way; the % refers to the polarisation; further: on the % scale 0 is the no-effect control and ±100 the full control effect
RGS4 inhibitor: human RGS4 inhibition. Transcreener GDP fluorescence polarization, RGS4-accelerated GTP hydrolysis. Potency, µM (series often up to 114 µM), for the others: at the top dose activity change, negative = inhibition, most hits filed as inhibitors. AID 504845. 390,000 tested, 0.039% active; further: on the % scale 0 is the no-effect control and ±100 the full control effect; nearly all actives have a fitted effect of over 75% in size; some results filed as inactive show a strong effect at the top dose
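MLSMR compounds (23 nl, pin-transferred) preincubated 10 min at room temperature with a 500nM (2x) first reagent, then RGS4 at 900nM (2x) plus Transcreener GDP mix added; fluorescence polarization (620/688 nm) read before and after 90 min at 30 °C.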
rTrxR1 inhibitor: rat TrxR1 inhibition; O89049; recombinant rTrxR1, NADPH fluorescence consumption, selenite substrate; Potency, µM (series often up to 114 µM), for inactives: at the top dose activity change, negative = inhibition, actives largely listed as inhibitors; 390,000 tested, 1% active; AID 588453; further: on the % scale 0 is the no-effect control and ±100 the full control effect; nearly all actives have a fitted effect of over 65% in size
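Rat TrxR1 (90 nM in the dispensed reagent) was pre-reduced with 400 uM NADPH for 5 min at room temperature, then incubated with compound for 15 min. After 400 uM selenite was added, NADPH fluorescence (Ex 340/Em 450 nm) was followed for 8 min.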
PGK inhibitor: inhibitors of T. brucei phosphoglycerate kinase | P07378 | PGK/GAPDH coupled, Kinase-Glo luminescence, 60 min | Potency, µM (titrated, usually from 57.5 µM), for inactives: at the top dose activity change, negative = inhibition, actives largely listed as inhibitors | 380,000 tested, 0.043% active | AID 602233; further: on the % scale 0 is the no-effect control and ±100 the full control effect; nearly all actives have a fitted effect of over 60% in size
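Recombinant glycosomal PGK reaction used 1,3-bisphosphoglycerate generated in-well by GAPDH (100nM final) in 100mM TEA pH 7.6, 5mM MgCl2, 0.01% Tween-20. After 60 minutes at room temperature, ATP was read by Kinase-Glo Plus luminescence end-point.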
JMJD2A Tudor: JMJD2A Tudor domain (human) inhibition. AID 504339. Potency, µM (series often up to 114 µM), inactives show at the highest dose activity change, negative = inhibition, most hits filed as inhibitors. O75164. 390,000 tested, 4.4% active. AlphaScreen JMJD2A-Tudor / H3K4me3 peptide binding; further: on the % scale 0 is the no-effect control and ±100 the full control effect; nearly all actives have a fitted effect of over 50% in size
Target sequence (O75164 whole entry, looked up, the tested form may be a part): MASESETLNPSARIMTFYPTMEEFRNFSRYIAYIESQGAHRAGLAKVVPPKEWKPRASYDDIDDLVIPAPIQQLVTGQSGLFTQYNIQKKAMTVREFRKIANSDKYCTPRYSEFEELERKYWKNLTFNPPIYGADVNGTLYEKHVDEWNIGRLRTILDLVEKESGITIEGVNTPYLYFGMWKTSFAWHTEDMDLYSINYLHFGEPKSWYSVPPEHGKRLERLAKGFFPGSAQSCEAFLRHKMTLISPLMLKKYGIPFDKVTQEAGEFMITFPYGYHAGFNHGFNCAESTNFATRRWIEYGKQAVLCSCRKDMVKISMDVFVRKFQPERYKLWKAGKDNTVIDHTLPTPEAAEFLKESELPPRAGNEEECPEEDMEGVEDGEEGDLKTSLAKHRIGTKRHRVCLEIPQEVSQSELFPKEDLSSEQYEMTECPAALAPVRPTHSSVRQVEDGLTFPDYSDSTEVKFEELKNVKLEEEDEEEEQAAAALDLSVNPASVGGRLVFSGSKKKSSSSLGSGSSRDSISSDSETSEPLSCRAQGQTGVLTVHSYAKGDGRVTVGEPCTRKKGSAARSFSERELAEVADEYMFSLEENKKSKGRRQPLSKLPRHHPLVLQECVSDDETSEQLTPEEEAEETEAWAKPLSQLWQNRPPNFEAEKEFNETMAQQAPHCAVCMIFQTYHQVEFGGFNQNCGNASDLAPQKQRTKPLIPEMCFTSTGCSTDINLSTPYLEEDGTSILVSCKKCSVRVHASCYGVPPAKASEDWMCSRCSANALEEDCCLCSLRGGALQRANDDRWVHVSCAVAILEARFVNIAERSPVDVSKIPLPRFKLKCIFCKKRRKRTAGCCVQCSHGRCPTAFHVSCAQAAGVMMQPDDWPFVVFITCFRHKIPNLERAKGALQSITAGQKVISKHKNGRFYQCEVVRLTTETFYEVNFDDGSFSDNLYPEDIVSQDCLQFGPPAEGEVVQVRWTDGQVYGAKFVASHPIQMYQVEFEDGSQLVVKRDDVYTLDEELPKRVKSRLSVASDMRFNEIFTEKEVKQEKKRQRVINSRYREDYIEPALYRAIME
GLS inh: blocks human kidney-isoform glutaminase activity. Potency, µM (doses to about 45.5 µM), inactives show at the top dose activity change, negative = inhibition, usual class: inhibitors. GLS enzymatic activity, qHTS titration. 410,000 tested, 0.21% active. O94925; further: on the % scale 0 is the no-effect control and ±100 the full control effect
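Enzyme dispensed in phosphate buffer (45 mM, pH 8.2, 0.02% Tween-20), compounds pinned in, then 1 mM L-glutamine solution and the glutamate oxidase–HRP–Amplex Red mix added; fluorescence read immediately and again after 30 min at room temperature.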
HP1b binding inh: blocks HP1-beta chromodomain binding to methylated histone tails | P83916 | AlphaScreen HP1-beta / biotin-H3K9me3 peptide binding | Potency, µM (doses to about 114 µM), inactives show top-dose activity change, negative = inhibition, usual class: inhibitors | 390,000 tested, 0.56% active | AID 540317; further: nearly all actives have a fitted effect of over 70% in size; inactives centre near 23
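AlphaScreen: HP1-beta (50 nM) preformed 30 min with biotin-H3(1-18)K9me3 peptide (50 nM) in PBS pH 7.4, 0.01% Tween-20. Compound added for 30 min at RT, then streptavidin donor/nickel chelate acceptor beads (10 ug/mL) for 30 min.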
Numbers without * were called inactive; i = inactive; ? = inconclusive; · = no result given; & = joins results of further samples; [ ] = remark or other dose. Unless noted, the call rests on the fitted dose curve; in most records, active means well fitted curve in the direction sought with a large enough effect; inconclusive means small, poorly fitted or top-dose-only effect, or another doubt; inactive means no such curve, though single readings can be large; an effect the other way counts as inactive or inconclusive. Potency means the concentration at half of the fitted maximal effect.

SMILES | ALOX12 inh | ERG-DNA inh | Pin1 inhibitor | RGS4 inhibitor | rTrxR1 inhibitor | PGK inhibitor | JMJD2A Tudor | GLS inh | HP1b binding inh
CN(C)C(CNC(=O)c1cc(S(=O)(=O)N(C)c2ccc(F)cc2)ccc1Cl)c1cccs1 (stereo not given) | -64% | · | 2% | 29% | -4% | 7% | -9% | 7% | 7%
COc1cccc(NC(=O)COC(=O)CNS(=O)(=O)c2c(F)cccc2F)c1 | 1% | 1% | 1% | -11% | 1% | i | -3% | -7% | 38%
COCCn1c(SCc2ccc(F)cc2)nc2c1c(=O)[nH]c(=O)n2C | ? | 5% | 2% | -25% | 37% | -12% | -7% | -1% | ?
CC12CCC(=O)N1C(C(=O)Nc1nc(-c3ccc(F)c(F)c3)cs1)CS2 (stereo not given) | -12% | 1% | 9% | -21% | -6% | 13% | -12% | 15% | 15%
O=[N+]([O-])c1ccc(N2CCOCC2)cc1N1CCCCC1 | ? | -9% | 1% | 6% | 9% | -1% | ? | 2% | 63%[activator]
CCn1c2ccccc2c2cc(NC(=O)C(C)Oc3ccccc3)ccc21 (stereo not given) | -4% | 3% | 10% | 26% | 14%[57.1 µM] | 4% | -3% | 3% | 10%
Cc1cc(C)c(NS(=O)(=O)c2ccccc2)c(C)c1NS(=O)(=O)c1ccccc1 | 6% | 8% | -3% | 8% | 6%[2.29 µM] | -4% | -23% | -9% | 5%[57 µM]
CC(=O)c1ccc(C(=O)N2CCCC(Nc3ccccc3)C2)s1 (stereo not given) | 5% | -1% | -13% | -5% | 12% | -7% | -11% | 18% | 34%
O=C(COC(=O)C1(c2ccc(F)cc2)CCCC1)NCc1ccco1 | -20% | 2% | -2% | -28% | 15%[57.1 µM] | i | 50µM* | 10% | 2%
Cc1nc2nc(C)c(CCC(=O)N3CCN(c4ccccn4)CC3)c(C)n2n1 | 5% | 0% | 2% | 31% | 5% | -2% | -7% | 1% | 22%
O=C(NCCN1CCN(c2cccc(Cl)c2)CC1)Nc1ccccc1 | -66%&-17% | -4%&-2% | -4%&-7% | 5%&24% | 10%&0% | 5%&-4% | -18%&-21% | 4%&17% | 27%&4%
O=C(CNC(=O)c1ccc(Br)o1)NCC1COc2ccccc2O1 (stereo not given) | 21% | 1% | -4% | 9% | 1% | 4% | -8% | 10% | 30%
Cc1cc(N)nc(=O)n1C1CC(O)C(CO)O1 (stereo not given) | -9% | -16% | ? | -4% | 5%[11.4 µM] | i | -5% | -19% | 22%
N[C@@H](Cc1ccccc1)c1nnc(SCc2ccccc2Cl)o1 | -3%&13% | -5% | ? | 4% | 0% | 4% | -14% | 0% | 40%[activator]
Cn1c(SCC(N)=O)nnc1C1CCN(C(=O)NC2CCCCC2)CC1 | 0%[57.4 µM] | 0% | 1% | 7% | 14% | 4% | -1% | 5% | 58%[activator]
CSC(=Nc1ccccc1)Nc1ccccc1 | 4% | 0% | -1% | -5% | -5% | 1% | 11% | -3% | 69%[activator]
N#Cc1c(SCC(=O)O)nc(N2CCOCC2)c2c1CCCC2 | 5% | 0% | -11% | 0% | 6% | 0% | -9% | 6% | 23%
O=C(Nc1cccc(F)c1)C1CCN(C(=O)c2ccco2)CC1 | -2% | 23% | ? | -2% | 13% | -4% | -2% | -9% | 22%
COc1cccc2ccc(/C=C/c3ccc4c(c3)OCO4)nc12 | · | · | 1% | 16% | -24% | · | -12% | · | 13%
Cc1ccc(C(C)C)c(OCc2nn(CC(=O)c3ccc(OC(F)F)cc3)c3[n+]2CCCCC3)c1 | · | 6% | 29% | 3% | 5%[57.1 µM] | 9% | -28% | 0% | -7%

Reprinted at random: three entries already listed.
SMILES | ALOX12 inh | ERG-DNA inh | Pin1 inhibitor | RGS4 inhibitor | rTrxR1 inhibitor | PGK inhibitor | JMJD2A Tudor | GLS inh | HP1b binding inh
CC(=O)c1ccc(C(=O)N2CCCC(Nc3ccccc3)C2)s1 (stereo not given) | 5% | -1% | -13% | -5% | 12% | -7% | -11% | 18% | 34%
Cc1cc(C)c(NS(=O)(=O)c2ccccc2)c(C)c1NS(=O)(=O)c1ccccc1 | 6% | 8% | -3% | 8% | 6%[2.29 µM] | -4% | -23% | -9% | 5%[57 µM]
CC12CCC(=O)N1C(C(=O)Nc1nc(-c3ccc(F)c(F)c3)cs1)CS2 (stereo not given) | -12% | 1% | 9% | -21% | -6% | 13% | -12% | 15% | 15%

Later entries
SMILES | ALOX12 inh | ERG-DNA inh | Pin1 inhibitor | RGS4 inhibitor | rTrxR1 inhibitor | PGK inhibitor | JMJD2A Tudor | GLS inh | HP1b binding inh
C/C(=N\NC(=O)CN1CCN(c2ccc(F)cc2)CC1)c1ccco1 | 147%[activator] | -6% | -8% | -4% | 10%[57.1 µM] | -7% | -11% | 10% | 8%
Cc1[nH]c2ccccc2c1CCN(Cc1cccnc1)C(=S)Nc1cccc(F)c1 | -21% | -6% | 0% | -13% | -21% | 2% | ? | 23% | -8%
Cc1ccc(C)c(CSc2nnc([C@@H]3CCCN3)o2)c1 | 171%[activator] | 2% | -3% | 7% | 3% | -7% | -22% | 15% | 32%[activator]
O=C(NCc1cccc(Br)c1)C1CCN(C(=O)c2sccc2-n2cccc2)CC1 | 0% | -3% | -3% | -6% | 27% | · | -29% | 1% | 10%
CCc1cc2ccc(C)cc2nc1SCC(=O)Nc1cc(C)on1 | 1% | -6% | -1% | -9% | 15%[57.1 µM] | 3% | 4% | -3% | 16%
CCOC(=O)CN1C(=O)N[C@@H](c2cccs2)C(C(=O)OC)=C1C | ? | 3% | -1% | -10% | -8% | 0% | -4% | -4% | 39%[activator]
CCN=C(Nc1ccc2c(c1)OCO2)SC1CC(=O)N(c2ccc(OC)cc2)C1=O (stereo not given) | -22% | -8% | ? | 29% | 30%[57.1 µM] | -6% | -9% | -1% | 11%
N#C/C(C(=O)N1CCCC1)=C1/N=C(N)c2ccccc21 | -4% | -1% | 0% | -15% | -15% | -2% | -7% | -8% | 30%
Cn1c(SCCOc2ccccc2Cl)nnc1-c1cccs1 | 0% | 4% | -5% | 5% | 16%[57.1 µM] | i | -5% | -3% | 29%
Cc1ccc2nc(SC(C)C(=O)NCc3ccco3)[nH]c2c1 (stereo not given) | 0% | -8% | -4% | -1% | -3% | 1% | -9% | 1% | 25%
CC(=O)Nc1ccc(NC(=O)CCc2ccc(C)o2)cc1 | 5% | 9% | 2% | 1% | 25% | 7% | -7% | 2% | 21%
COc1cc(C2NC(=S)NC(c3ccccc3)=C2C(C)=O)cc(Cl)c1OCC(=O)O (stereo not given) | ? | 1% | 85%[activator] | -39% | 14% | 2% | -14% | -25% | 13%
COc1ccccc1N1CCN(c2ncnc3c2cnn3-c2cc(Cl)ccc2C)CC1 | 3% | 5% | 6% | 12% | 11%[57.1 µM] | -3% | -17% | 1% | 15%
Cc1ccc(C)c(N2CCN(C(=O)CCc3nc(-c4ccccc4C(F)(F)F)no3)CC2)c1 | 0% | 8% | 12% | 9% | 14% | -3% | -3% | -1% | 37%
CCOC(=O)c1nc(C)n(-c2cc(Cl)cc(Cl)c2)n1 | -1% | -3% | -1% | 4% | 10% | -4% | -14% | 4% | 16%
COc1cc(CCC(=O)N2CC(C)OC(C)C2)cc(OC)c1OC (stereo not given) | i | -6% | -12% | 6% | -1% | i | -5% | -6% | 35%
Cc1ccc(NC(=O)c2cccc(N3C(=O)C4C5C=CC(C5)C4C3=O)c2)cc1C (stereo not given) | 1% | -14% | -1% | -22% | 22% | -3% | 10% | -5% | 33%
CC1CN(c2ncc(/C=N/NC(=O)c3ccccc3O)s2)CC(C)O1 (stereo not given) | 19% | -1% | 1% | 4% | 8%[57.1 µM] | 9% | 6% | -10% | 52%[activator]
O=C(NC(=S)N1CCN(c2ccccc2)CC1)c1c(F)cccc1F | -5% | 3% | -2% | -12% | 10% | -7% | -10% | 19% | 37%
CCOc1ccc(NC(=O)COC(=O)c2ccc(S(=O)(=O)N3CCOCC3)cc2)cc1 | -6% | 12% | 9% | 4% | 20% | -10% | -11% | 1% | 22%

JMJD2A Tudor: entries above that show a hit
SMILES | ALOX12 inh | ERG-DNA inh | Pin1 inhibitor | RGS4 inhibitor | rTrxR1 inhibitor | PGK inhibitor | JMJD2A Tudor | GLS inh | HP1b binding inh
O=C(COC(=O)C1(c2ccc(F)cc2)CCCC1)NCc1ccco1 | -20% | 2% | -2% | -28% | 15%[57.1 µM] | i | 50µM* | 10% | 2%

The list is partial; the hit share may differ from the screen's.
